RGS8-Gao reg – modulates binding of RGS8 to human Galphao. P09471. response (percent of control binding), % at 10 µM. multiplexed bead flow cytometry; actives lie on both sides. 220,000 compounds, 0.34% hits. AID 1423; in the data active = response below about 60% or above about 140%; inactive = in between;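 also: Galphao activated as the GDP aluminium fluoride complex binding bead-coupled RGS8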
Target sequence (P09471 whole entry, looked up): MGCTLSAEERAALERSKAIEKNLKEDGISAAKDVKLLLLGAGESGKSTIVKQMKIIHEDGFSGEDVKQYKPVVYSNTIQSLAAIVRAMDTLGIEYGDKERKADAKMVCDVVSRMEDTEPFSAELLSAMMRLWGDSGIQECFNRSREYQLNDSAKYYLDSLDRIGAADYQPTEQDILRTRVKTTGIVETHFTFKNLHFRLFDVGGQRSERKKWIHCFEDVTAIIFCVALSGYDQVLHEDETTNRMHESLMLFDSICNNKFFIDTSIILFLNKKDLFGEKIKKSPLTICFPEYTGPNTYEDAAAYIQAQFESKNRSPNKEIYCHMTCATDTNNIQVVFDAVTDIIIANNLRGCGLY
Bim-Bcl-W – disrupts Bim peptide binding to human Bcl-W; inhibition, % at 10 µM; 190,000 compounds, 0.02% hits; Q92843; bead-based flow cytometry; AID 952;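 also: 0% = bound tracer without compound and 100% = peptide blocker; higher means less fluorescent Bim peptide bound to Bcl-W beads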
Mcl-1 Bim block – disrupts Bim peptide binding to human Mcl-1; Q07820; Bead-based flow cytometry, Bim peptide-Mcl-1 binding; inhibition, % at 10 µM; 190,000 compounds, 0.1% hits;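 also: 0% = no compound tracer wells and 100% = peptide blocker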
RGS7-Gao reg – human RGS7-Galphao interaction regulation. P09471. Multiplexed bead flow cytometry, RGS7-Galphao binding; actives lie on both sides. binding response (% of control), % at 10 µM. 220,000 compounds, 0.35% hits; in the data active = binding response below about 49% or above about 150%; inconclusive = no clear call, values can overlap the other calls; inactive = in between;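 also: fluorescent Galphao held in activated GDP-AlF4 state binding bead-coupled RGS7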
Bcl-2 Bim block – inhibitors of Bim-Bcl-2 interaction, human | P10415 | Bead-based flow cytometry, Bim peptide-Bcl-2 binding | inhibition, % at 10 µM | 190,000 compounds, 0.06% hits; in the data active = inhibition above about 40%; inconclusive = no clear call, values can overlap the other calls;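 also: 0% = no compound wells with probe peptide and 100% = reference peptide inhibitor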
Bcl-B Bim block – disrupts Bim peptide binding to human Bcl-B. Q9HD36. bead-based flow cytometry. inhibition, % at 10 µM. 190,000 compounds, 0.073% hits. AID 951;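 also: 0% = tracer peptide without compound and 100% = reference inhibitor peptide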
Target sequence (Q9HD36 whole entry, looked up): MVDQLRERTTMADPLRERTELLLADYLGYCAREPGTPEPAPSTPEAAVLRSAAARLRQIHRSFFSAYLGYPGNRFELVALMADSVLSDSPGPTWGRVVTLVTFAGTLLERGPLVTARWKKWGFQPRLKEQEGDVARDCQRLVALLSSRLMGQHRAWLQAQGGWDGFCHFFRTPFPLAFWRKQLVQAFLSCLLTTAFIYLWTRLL
RGS4-Gao reg – human RGS4-Galphao interaction regulation | Multiplexed bead flow cytometry, RGS4-Galphao binding; actives lie on both sides | AID 1415 | 220,000 compounds, 0.33% hits | P09471 | binding response (% of control), % at 10 µM; in the data active = binding response below about 49% or above about 150%; inactive = in between;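 also: fluorescent Galphao activated with aluminum fluoride binding bead-coupled RGS4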
Mcl1 Bid PPI – Mcl-1/Bid interaction inhibition; Q07820; TR-FRET Mcl-1/Bid-Dy647 peptide binding, 1536-well; inhibition, % at 21.7 µM; 220,000 compounds, 0.97% hits; AID 1021;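 active = compounds that cut the binding signal by more than half at the single screening dose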;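 also: His-tagged Mcl-1 with europium anti-His antibody binding Bid BH3 peptide; 0% = Mcl-1 plus peptide wells and 100% = peptide-only wells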
Bcl-XL Bim block – disrupts Bim peptide binding to human Bcl-XL; bead flow cytometry, fluorescence; inhibition, % at 10 µM; 190,000 compounds, 0.04% hits
Target sequence (Q07817 whole entry, looked up): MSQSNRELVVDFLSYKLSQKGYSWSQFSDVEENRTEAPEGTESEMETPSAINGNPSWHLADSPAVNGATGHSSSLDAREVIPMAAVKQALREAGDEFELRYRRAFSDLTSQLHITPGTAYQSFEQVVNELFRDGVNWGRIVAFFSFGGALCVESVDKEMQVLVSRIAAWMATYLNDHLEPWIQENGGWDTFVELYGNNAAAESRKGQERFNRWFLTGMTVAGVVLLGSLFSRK
Bim-Bfl-1 – inhibitors of Bim-Bfl-1 interaction, human. Q16548. 190,000 compounds, 0.12% hits. AID 1008. inhibition, % at 10 µM. Bead-based flow cytometry, Bim-Bfl-1 binding inhibition;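 also: 0% = wells without compound plus tracer and 100% = blocker peptide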
GSH fluor – GSH bead compound fluorescence profile | AID 1776 | GSH beads flow cytometry, compound fluorescence 488/530 nm; hits give high values | 190,000 compounds, 0.25% hits | fluorescence (KMESF) at 10 µM; in the data active = fluorescence above about 89;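 also: glutathione beads carrying GST-tagged Bcl family fusion proteins plus one bare bead set; values are compound well signal with DMSO vehicle wells as background; inactives centre near 16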
* marks the source's active call; other numbers are inactive results; ? = inconclusive. Rule as the data show it, unless noted: active = inhibition above about 40%.

RGS4-Gao reg,Bim-Bfl-1,RGS8-Gao reg,GSH fluor,Mcl-1 Bim block,Bim-Bcl-W,Bcl-2 Bim block,Bcl-B Bim block,Bcl-XL Bim block,RGS7-Gao reg,Mcl1 Bid PPI,canonical_smiles
103,-3,105,15,-6,-4,-6,-8,-7,102,-5,COc1cccc(NC(=O)Nc2ccc3c(c2)nnn3C)c1
100,2,100,22,-5,6,1,-4,1,98,-13,CC(C)CNS(=O)(=O)c1ccc(CCC(=O)NCc2ccncc2)cc1
103,-18,103,35,-2,0,-8,-6,-6,103,-24,CCCCCN(C(=O)COC(=O)c1ccc(Br)o1)c1c(N)n(CCCC)c(=O)[nH]c1=O
100,-2,98,17,1,-1,-1,-4,0,103,-24,CCC(=O)NC(=S)Nc1ccc(NC(=O)c2ccc(Br)o2)cc1
75,-1,88,16,-2,-3,-1,-7,-4,99,95*,O=C(O)c1ccccc1NS(=O)(=O)c1ccc(NNC(=S)Nc2ccc(OC(F)F)cc2)c([N+](=O)[O-])c1
100,-11,101,40,-2,1,-7,-8,-15,96,-13,COC(=O)c1cc(CN2CCN(c3ccccc3C)CC2)ccc1O
98,-4,99,11,0,-2,-6,-3,1,96,-23,O=C(OC1CCOC1=O)c1cccc(S(=O)(=O)N2CCc3ccccc3C2)c1 (stereo not drawn)
100,-9,102,24,4,1,-3,-2,-2,99,-17,COc1ccc(-c2noc(C3CCCN(C(=O)Nc4ccccc4F)C3)n2)cc1 (stereo not drawn)
96,-6,98,75,0,-2,-2,-2,-2,97,-13,Cc1c(C(=O)O)nnn1-c1ccccc1
101,-12,99,25,0,2,-7,-8,-2,102,94*,Cc1nc(NC(=O)c2ccccc2)sc1-c1csc(Nc2cccc(Cl)c2)n1
102,-4,96,24,-1,-4,-2,-2,-2,102,1,COc1ccc2cc(C(=O)N3CCCCCC3)sc(=O)c2c1OC
100,-5,101,8,0,-2,-1,-3,-1,106,-40,Cc1ccc(CN2CCN(Cc3cnc(C)s3)CC2CCO)o1 (stereo not drawn)
100,-7,98,7,-1,-2,-3,0,-2,99,-41,CSc1ccccc1NC(=O)CN(C)Cc1cccc(Cl)c1
106,-6,102,20,2,0,-1,0,-1,111,-31,O=C(NCc1ccco1)C(c1ccccc1)N(C(=O)Cc1cccs1)c1cccnc1 (stereo not drawn)
103,-6,104,10,-10,-5,-12,-14,-10,102,-16,CCOC(=O)c1ccc(NC(=S)N2CCSC2c2c(F)cc(F)cc2F)cc1 (stereo not drawn)
98,-9,99,61,-2,-2,-6,-4,-3,97,-18,O=c1[nH]c2ccccc2c(O)c1Cc1ccccc1
104,0,103,23,-3,-5,-2,-9,-5,104,-18,Cc1ccccc1C(=O)Nc1cccc(NC(=O)c2ncn[nH]2)c1
104,-3,104,17,0,0,0,-14,-2,107,35,C#CCOCCOCCOCCNc1nc(N2CCN(C(=O)[C@H](Cc3cc4ccccc4[nH]3)n3cc([C@@H](N)C(C)CC)nn3)CC2)nc(N2CCN(C(=O)[C@H](Cc3cc4ccccc4[nH]3)n3cc([C@@H](N)CC(C)C)nn3)CC2)n1 (stereo partly drawn)
96,-16,95,22,-2,1,-15,-11,-3,95,7,CCC(=O)Nc1c(C#N)c2nc3ccccc3nc2n1-c1ccccc1C
90,7,88,17,10,4,-1,4,14,89,-19,COc1cccc(C(=O)Nc2c(C(N)=O)oc3ccccc23)c1

The list goes on; it opens with the 2 that closed the last part.
RGS4-Gao reg,Bim-Bfl-1,RGS8-Gao reg,GSH fluor,Mcl-1 Bim block,Bim-Bcl-W,Bcl-2 Bim block,Bcl-B Bim block,Bcl-XL Bim block,RGS7-Gao reg,Mcl1 Bid PPI,canonical_smiles
96,-16,95,22,-2,1,-15,-11,-3,95,7,CCC(=O)Nc1c(C#N)c2nc3ccccc3nc2n1-c1ccccc1C
90,7,88,17,10,4,-1,4,14,89,-19,COc1cccc(C(=O)Nc2c(C(N)=O)oc3ccccc23)c1
98,-2,100,13,2,3,-3,1,0,?,-43,O=C(CSc1nnc2c(n1)[nH]c1ccc(F)cc12)N1CCOCC1
93,0,96,36,-3,5,-5,-14,0,95,-35,CCC(SC1=Nc2ccccc2C2=NC(CC(C)C)C(=O)N12)C(=O)Nc1ccc2c(c1)OCO2 (stereo not drawn)
99,-4,99,14,0,-2,-2,0,-2,?,-19,CC(=O)NCCNC(=O)c1ccc(CSc2ccc(Cl)cc2)cc1
98,-6,101,57,0,1,0,0,-3,94,-3,CC(=O)c1cccc(OCCN2C(=O)NC(C)(C)C2=O)c1
97,-6,101,7,2,8,-3,-3,-1,93,-36,Cc1ccc(C=NCc2ccncc2)c(O)c1
101,0,101,10,-8,-2,-1,-6,-6,97,18,O=C1CCCC(O)=C1N=Nc1c(Cl)cc(Cl)cc1Cl
110,7,106,16,1,0,3,8,2,116,0,CCCC(=O)Nc1cccc(-c2cn3cccnc3n2)c1
99,-2,100,13,-5,-1,-4,-5,-2,101,-24,COc1ccccc1NC(=O)COc1ccc(/C=N/NS(=O)(=O)c2ccc(C)cc2)cc1
99,-8,100,42,-2,3,-8,-10,4,98,-14,COc1ccc(C2CC(=O)c3cnc(NC(=O)c4ccccc4OC)nc3C2)c(OC)c1 (stereo not drawn)
96,-3,99,13,-6,-4,-4,-8,-5,100,-4,CCC(=O)N/C(=N/c1nc(C)cc(C)n1)Nc1ccc(OC)cc1
100,-3,104,10,2,1,-2,0,0,101,-7,COc1ccc(N/C(=C/[N+](=O)[O-])SC)cc1
98,-5,103,12,-1,0,0,-3,-5,98,-30,O=C(CNc1cccc2ccccc12)N/N=C/C=C/c1ccco1
98,-3,101,15,0,4,-1,1,-3,98,-84,Cc1cc(-c2c(C)[nH]n(-c3ccc(Cl)cc3)c2=O)n[nH]1
101,-1,104,71,-5,-7,-3,-2,-6,100,10,COc1ccc(C(c2nnnn2Cc2ccccc2)N2CCN(c3ccccc3)CC2)cc1 (stereo not drawn)
102,-10,102,28,0,-1,-9,-6,-4,96,-19,COC(=O)CSc1nnc(-c2ccncc2)o1
99,0,103,14,-1,0,-1,0,-1,104,12,Cc1ccc(-n2nc3ccc(NC(=O)c4ccc5c(c4)OCO5)cc3n2)cc1
96,0,99,5,-4,0,-1,-5,-2,97,-45,CC1=NN(C(=O)c2ccc(Cn3nc(C)c([N+](=O)[O-])c3C)o2)C(O)(C(F)(F)F)C1 (stereo not drawn)
99,0,100,13,-12,-5,-2,-4,-1,97,-1,COc1ccc(-c2coc3cc4oc(=O)cc(C)c4cc23)cc1F
100,-5,101,11,-5,-5,-5,-2,-4,97,-3,O=C(/C=C/c1ccccc1)NCCc1ccc2c(c1)OCCO2
101,-7,100,11,-1,0,-9,-7,-4,103,-24,O=C(c1c(F)c(F)c(F)c(F)c1F)N(Cc1ccccc1)Cc1ccccc1

Entries listed so far marked active in Mcl1 Bid PPI:
RGS4-Gao reg,Bim-Bfl-1,RGS8-Gao reg,GSH fluor,Mcl-1 Bim block,Bim-Bcl-W,Bcl-2 Bim block,Bcl-B Bim block,Bcl-XL Bim block,RGS7-Gao reg,Mcl1 Bid PPI,canonical_smiles
75,-1,88,16,-2,-3,-1,-7,-4,99,95*,O=C(O)c1ccccc1NS(=O)(=O)c1ccc(NNC(=S)Nc2ccc(OC(F)F)cc2)c([N+](=O)[O-])c1
101,-12,99,25,0,2,-7,-8,-2,102,94*,Cc1nc(NC(=O)c2ccccc2)sc1-c1csc(Nc2cccc(Cl)c2)n1

(more compounds)
RGS4-Gao reg,Bim-Bfl-1,RGS8-Gao reg,GSH fluor,Mcl-1 Bim block,Bim-Bcl-W,Bcl-2 Bim block,Bcl-B Bim block,Bcl-XL Bim block,RGS7-Gao reg,Mcl1 Bid PPI,canonical_smiles
97,-2,98,11,1,5,-4,-6,-1,98,-22,COc1ccc(NC(=O)CSc2nnc(-c3ccccn3)n2-c2ccccc2)cc1OC
100,-6,99,11,0,-1,-6,-2,0,95,-5,C/C=C/C(=O)Nc1nnc(C2CCCCC2)s1
80,-7,96,13,-5,-6,-1,-5,-6,96,-18,Cc1scc(C(=O)O)c1-c1c(C(=O)O)csc1C
103,-4,103,14,-4,-7,0,-21,-8,107,-28,O=C(NNC(=S)NC1CCCCC1)c1ccc2c(c1)OCO2
101,-10,100,21,-6,-5,-3,-13,-15,94,-10,Nc1nc(SCc2ccc([N+](=O)[O-])cc2)c2ncn(C3OC(CO)C(O)C3O)c2n1 (stereo not drawn)
102,-2,103,11,-15,-13,-4,-10,-5,94,-27,Cc1ccc(-n2c(C)cc(C(=O)CSc3nnc4ccccn34)c2C)cc1
105,-8,117,14,-3,-5,-2,0,-8,100,-13,O=C(NC(=S)Nc1ccccn1)c1cc(-c2ccccc2)nc2ccccc12
96,-2,98,4,-2,-5,-2,-1,-5,95,0,N#CCSCC(=O)Nc1ccc(Cl)cc1
102,-6,103,11,0,2,0,0,-3,104,-37,CCOC(=O)N1CCC(N2CCN(Cc3ccccc3)C(CCO)C2)CC1 (stereo not drawn)
106,0,102,11,-3,0,-1,-1,0,103,-13,CC1CCN(c2nc(-c3ccccc3O)nc3ccccc23)CC1
108,-2,104,21,-7,-3,-4,-10,-4,103,3,Cc1ccc(NC(=O)COC(=O)COc2ccc(Cl)cc2)c([N+](=O)[O-])c1
102,-4,103,9,-25,-9,-4,-4,-16,102,-22,CCOC(=O)CNC(=O)CSc1nc(-c2ccc(C)cc2)ns1
100,0,102,75,-1,-2,0,0,-2,96,9,O=C(CN1CC(=O)Nc2ccccc21)Nc1ccc(F)c(F)c1
102,3,101,19,0,5,0,-19,-3,112,-40,CN=c1scc(C)n1/N=C/c1cc(Br)c(O)c(OC)c1
90,-4,98,47,-2,0,-1,1,-2,90,-16,CCCCC(=O)NC1=NC(=O)C(C)(C)S1
101,6,100,22,-2,6,1,-17,1,100,-51,S=c1[nH]nc(-c2cccnc2)n1/N=C/c1ccco1
